Screening results from PubChem BioAssay.
APE1 inh: inhibitors of human APE1 endonuclease | P27695 | recombinant APE1, TAMRA/BHQ-2 abasic DNA cleavage fluorescence | Potency, µM (top dose mostly 65.8 µM), for the others: at the highest dose activity change, negative = inhibition, usual class: inhibitors | 350,000 tested, 0.35% active | AID 2517;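 further: potency means the concentration at half of the fitted maximal effect; plate controls were vehicle for no effect and reference inhibitor for full effect; nearly all actives have a fitted effect of over 55% in size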
Target sequence (P27695 whole entry, looked up): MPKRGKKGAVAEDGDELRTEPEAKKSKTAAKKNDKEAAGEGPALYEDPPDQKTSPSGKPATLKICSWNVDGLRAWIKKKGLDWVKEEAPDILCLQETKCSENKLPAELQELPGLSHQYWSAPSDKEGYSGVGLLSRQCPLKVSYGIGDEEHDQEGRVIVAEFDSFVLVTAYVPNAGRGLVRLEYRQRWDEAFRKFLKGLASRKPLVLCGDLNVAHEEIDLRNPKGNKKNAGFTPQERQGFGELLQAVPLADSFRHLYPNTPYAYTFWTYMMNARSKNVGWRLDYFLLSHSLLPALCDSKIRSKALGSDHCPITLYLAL
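Quantitative HTS: incision of a TAMRA/BHQ-2 double-stranded substrate bearing a tetrahydrofuran abasic site by 0.75 nM APE1 raises fluorescence. Substrate 50 nM final, added after 15 min compound preincubation at room temperature; progress as third-minus-first kinetic read difference.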
POLK inh: blocks human DNA polymerase kappa activity | Q9UBT6 | purified Pol kappa, fluorescent DNA synthesis assay, 10 min | Potency, µM (doses to about 107 µM), for inactives: at the highest dose activity, negative = inhibition, most hits filed as inhibitors | 400,000 tested, 0.53% active | AID 588579; further: potency means the concentration at half of the fitted maximal effect; on the % scale 0 is the no-effect control and ±100 the full control effect
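Fluorescent qHTS in 1536-well format: enzyme (10 nM) and compound sat 15 min at room temperature before 50 nM substrate (final) was added. Signal taken at 0 and 10 min; no-enzyme buffer wells were negative controls.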
POLB inh: inhibitors of human DNA polymerase beta; Pol beta primer extension/strand displacement, fluorescence kinetic; Potency, µM (doses to about 114 µM), inactives show top-dose activity change, negative = inhibition, usual class: inhibitors; 340,000 tested, 1.3% active; AID 485314; further: potency means the concentration at half of the fitted maximal effect; on the % scale 0 is the no-effect control and ±100 the full control effect
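Pol beta (10 nM) and compounds were preincubated 15 min at room temperature, then 50 nM substrate (final) started primer extension/strand displacement. Reads were taken at 0 and 10 min; concentration-response data were fitted to a four-parameter Hill equation.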
BLM helicase inh: inhibitors of human Bloom syndrome helicase BLM | AID 2528 | Potency, µM (highest dose often 56.1 µM), without a hit: top-dose activity change, negative = inhibition, most hits filed as inhibitors | P54132 | recombinant BLM DNA unwinding, fluorescence dequenching | 350,000 tested, 0.2% active;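 further: potency means the concentration at half of the fitted maximal effect; plate controls were vehicle for no effect and no enzyme for full effect; nearly all actives have a fitted effect of over 35% in size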
RXFP1 antag: RXFP1 (human) relaxin receptor antagonism; Q9HBX9; HEK293-RXFP1, relaxin-stimulated cAMP HTRF, 30 min; active compounds read low; activity change, negative = inhibition, % at 57.5 µM; 350,000 tested, 0.59% active;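 active means activity change of -60% or lower, but not beyond a set lower limit; inconclusive means change between -60% and -40%, or beyond the set limit; inactive means change above -40%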; further: on the % scale 0 is the no-effect control and ±100 the full control effect
Target sequence (Q9HBX9 whole entry, looked up): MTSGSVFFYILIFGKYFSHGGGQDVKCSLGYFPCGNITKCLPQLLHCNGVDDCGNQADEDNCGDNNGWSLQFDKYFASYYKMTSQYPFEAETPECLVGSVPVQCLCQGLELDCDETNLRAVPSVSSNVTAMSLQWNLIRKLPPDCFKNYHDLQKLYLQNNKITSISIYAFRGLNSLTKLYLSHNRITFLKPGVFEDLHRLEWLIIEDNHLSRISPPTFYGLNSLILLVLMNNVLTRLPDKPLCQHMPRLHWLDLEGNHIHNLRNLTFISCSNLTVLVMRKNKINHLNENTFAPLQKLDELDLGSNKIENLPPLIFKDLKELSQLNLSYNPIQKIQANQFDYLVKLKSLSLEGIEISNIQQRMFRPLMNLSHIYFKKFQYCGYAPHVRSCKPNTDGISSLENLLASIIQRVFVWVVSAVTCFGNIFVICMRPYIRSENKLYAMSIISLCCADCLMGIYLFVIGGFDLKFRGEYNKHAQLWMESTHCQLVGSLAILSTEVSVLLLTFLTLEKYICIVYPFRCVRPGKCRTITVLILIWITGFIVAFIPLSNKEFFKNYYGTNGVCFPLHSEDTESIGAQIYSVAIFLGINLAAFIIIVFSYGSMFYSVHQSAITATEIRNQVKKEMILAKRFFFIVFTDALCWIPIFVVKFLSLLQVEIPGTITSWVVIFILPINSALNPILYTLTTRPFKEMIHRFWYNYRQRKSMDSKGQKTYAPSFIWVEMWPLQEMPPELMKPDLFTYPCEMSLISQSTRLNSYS
Pol eta inh: inhibitors of human DNA polymerase eta | Q9Y253 | recombinant Pol eta, fluorescent DNA replication assay | AID 588591 | Potency, µM (top dose mostly 114 µM), without a hit: at the highest dose activity change, negative = inhibition, most hits filed as inhibitors | 390,000 tested, 1.2% active; further: potency means the concentration at half of the fitted maximal effect; on the % scale 0 is the no-effect control and ±100 the full control effect
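Pol eta at 10 nM preincubated with compounds 15 min at room temperature; reaction started with fluorescent substrate (50 nM final) and read kinetically at 0 and 10 min.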
POLI inh: inhibitors of human DNA polymerase iota | Pol iota fluorescent replication assay, 10 min | 390,000 tested, 1% active | Potency, µM (highest dose often 115 µM), for inactives: at the top dose activity, negative = inhibition, hits mostly inhibitors | Q9UNA4; further: potency means the concentration at half of the fitted maximal effect
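Pol iota at 10 nM preincubated 15 min with compounds at room temperature; reaction started with fluorescent substrate, 50 nM final. Fluorescence read kinetically at 0 and 10 min; buffer-only wells as negative control.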
PGK inhibitor: inhibitors of T. brucei phosphoglycerate kinase. P07378. PGK/GAPDH coupled, Kinase-Glo luminescence, 60 min. Potency, µM (series often up to 57.5 µM), for the others: at the top dose activity change, negative = inhibition, hits mostly inhibitors. 380,000 tested, 0.043% active; further: potency means the concentration at half of the fitted maximal effect; on the % scale 0 is the no-effect control and ±100 the full control effect; nearly all actives have a fitted effect of over 60% in size
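Recombinant glycosomal PGK reaction used 1,3-bisphosphoglycerate generated in-well by GAPDH (100nM final) in 100mM TEA pH 7.6, 5mM MgCl2, 0.01% Tween-20. After 60 minutes at room temperature, ATP was read by Kinase-Glo Plus luminescence end-point.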
Anesthetic bind: candidate novel general anesthetic via apoferritin binding; P02791; 350,000 tested, 0.074% active; apoferritin/1-aminoanthracene competitive binding, fluorescence; Potency, µM (series often up to 77.5 µM), inactives show at the highest dose activity change, negative = displacement, usual class: inhibitors; further: potency means the concentration at half of the fitted maximal effect; on the % scale 0 is the no-effect control and ±100 the full control effect; nearly all actives have a fitted effect of over 20% in size
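Horse-spleen apoferritin (10 uM) in 50% saturated 1-aminoanthracene in PBS was incubated 10 min at room temperature with compound. Fluorescence (ex 380, em 535 nm) was normalized to free and bound 1-AMA, with concentration-response fitted by a four-parameter Hill equation.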
The depositor's hits bear a star; i = inactive; ? = inconclusive; nt = not tested or not shown; & = joins results of further samples; [ ] = another dose, or the depositor's remark. Unless noted, the call rests on the fitted dose curve; in most records, active means well fitted curve in the direction sought with a large enough effect; inconclusive means small, poorly fitted or top-dose-only effect, or another doubt; inactive means no such curve, though single readings can be large; an effect the other way counts as inactive or inconclusive. A portion of the library. The share of hits here may be higher or lower than overall.

SMILES	APE1 inh	POLK inh	POLB inh	BLM helicase inh	RXFP1 antag	Pol eta inh	POLI inh	PGK inhibitor	Anesthetic bind
Cc1nn(-c2ccc(N3CCCCC3)nn2)c(C)c1CCC(=O)Nc1ccc(F)cc1F	nt	0.0%	1.3%	2.5%	1.4	-14.9%	4.5%	i	?
COc1ccc(-c2nc(CN3CCC(C(=O)N4CCOCC4)CC3)c(C)o2)cc1OC	48.1%	5.3%	17.4%	-5.9%	-4.0	-18.7%	7.9%	-4.8%	-5.9%
COC(=O)c1[nH]c2cc(C)ccc2c1NC(=O)CN1CCc2cc(OC)c(OC)cc2C1	-1.8%	-21.3%	1.5%	-0.7%	-17.4	-6.1%	-2.1%	-3.2%	-13.3%
NC(=O)C1CCN(C(=O)CCn2c(=O)oc3ccccc32)CC1	2.2%	-24.5%	nt	nt	9.6	-12.9%	-12.9%	-2.6%	nt
O=C(O)C1=C(OCc2ccccc2)C(=O)NCC1	0.6%	-7.3%	-1.4%	-4.8%	17.5	-6.0%	-11.5%	-4.2%	-3.5%
COc1ccc(C(=O)NCCCN2CCN(CCCNC(=O)c3ccc(OC)c(OC)c3)CC2)cc1OC	10.0%	4.5%	nt	nt	-74.5*	-6.2%	39.0%[activator]	-10.2%	nt
CN(Cc1ccccc1Cl)C(=O)CNC(=O)C12CC3CC(CC(C3)C1)C2	2.8%	-15.7%	nt	nt	-2.6	-20.8%	29.4%	6.2%	nt
NC(=O)Cn1nc2sc3ccccc3n2c(=O)c1=O	3.0%	nt	0.5%	-2.4%	nt	nt	nt	nt	0.7%
COc1ccc(N=C2S/C(=C\c3cc(C)n(C)c3C)C(=O)N2C)cc1	-2.3%	-14.3%	?	-7.8%	-9.0	-2.0%	3.1%	-2.4%	-19.0%
CCN(CC)C(=O)[C@H]1CC(CC(=O)NCc2cccc(C(F)(F)F)c2)C(=O)N2CCc3c([nH]c4ccc(OC)cc34)[C@]12C (stereo not given in full)	-3.9%	-2.8%	nt	nt	nt	-19.8%	-9.9%	i	nt
COc1ccc(-c2cn3c(C)c(C(=O)N4CCN(c5ccccc5F)CC4)sc3n2)cc1	7.0%	-3.5%	-12.0%	-6.7%	-0.4	-14.0%	12.7%	-9.8%	5.7%
COc1cccc(NC(=O)Cn2c(-c3cncs3)nc3ccccc32)c1	-2.4%	-7.1%	-16.8%	0.7%	-0.8	-12.5%	-6.0%	i	-12.8%
N#CCC(=O)N/N=C/c1cn(Cc2ccc(Cl)cc2Cl)c2ccccc12	6.5%	-8.3%	5.0%	-1.7%	-12.8	-14.9%	17.5%	i	-10.6%
C=CCSc1nnc2nc3c(nn12)c1cc(C)ccc1n3CC=C	-9.2%	2.3%	25.1µM*	-7.5%	-6.6	?	?	1.8%	?
Cc1cc(C)cc(NS(=O)(=O)c2ccc3[nH]cc(C(=O)NCc4ccco4)c(=O)c3c2)c1	-4.5%	-9.6%&-11.7%	?	-5.7%&-3.7%	-16.6&-10.2	?	6.2%&4.5%	-5.2%&9.6%	?
N/C(=N\N=C\c1ccc(O)c(O)c1)c1nonc1N	0.8%	-9.0%	2.6%	-7.3%	-3.1	-5.6%	23.2%	-10.9%	3.5%
Cc1ccccc1OCC(=O)OCC(=O)Nc1ccc(Cl)cn1	43.8%	-16.5%	nt	nt	15.6	-19.6%	23.0%	-5.6%	nt
O=C(NCc1cccs1)c1cc2c(s1)-c1ccccc1OC2	-4.8%	-10.9%	0.2%	-7.3%	nt	-9.0%	?	i	157.7%[activator]
CC1c2cc3c(cc2CCN1C(=O)c1ccc(Cl)cc1)OCCCO3 (stereo not given)	-4.3%	-10.1%	1.4%	-2.5%	8.5	2.6%	?	-1.6%	-9.9%
C/C(=N\OCC(=O)Nc1ccccc1Br)c1cccs1	-3.7%	2.6%	10.5%	-6.8%	-7.3	-14.5%	-5.5%	nt	-12.2%
O=C(NNC(=O)c1ccco1)c1cccc([N+](=O)[O-])c1	-2.0%	-3.9%	-18.9%	-1.1%	-0.6	-14.7%	13.1%	-8.2%	-7.1%
CC(C)CC(=O)Nc1nnc(SCc2cc(=O)n3ccccc3n2)s1	nt	-8.7%[60.1 µM]	28.6%	-1.7%	-4.4	-6.5%	1.8%	8.0%	-1.2%
Cc1ccc(Nc2nc(CSc3nnnn3C)cs2)cc1	-2.9%	-6.5%	-0.4%	-3.7%	-6.0	-0.2%	-2.3%	1.4%	-10.8%
CC(C(=O)N(C)Cc1cccc(F)c1)N1CCN(S(=O)(=O)c2ccc3c(c2)OCCCO3)CC1 (stereo not given)	15.8%	-6.3%	nt	nt	0.5	-6.0%	9.7%	1.9%	nt
CS(=O)(=O)c1ccc(C(=O)Nc2ccccc2Cl)cc1	0.8%	-5.0%	1.1%	-1.7%	3.6	-13.2%	-13.7%	7.2%	-6.5%
SMILES	APE1 inh	POLK inh	POLB inh	BLM helicase inh	RXFP1 antag	Pol eta inh	POLI inh	PGK inhibitor	Anesthetic bind
COc1ccc(NC(=O)CCc2nc(-c3ccccc3F)no2)cc1	-1.8%	-4.7%	1.6%	-1.7%	6.1	-6.8%	-1.7%	-8.2%	5.2%
CCN(CC)C(=O)CSc1ncnc2c1nnn2-c1ccc(F)cc1	-4.9%	-1.4%	29.4%	-4.6%	-2.9	11.3%	8.2%	4.9%	-6.7%
O=C(Nc1ccncc1)c1ccc([N+](=O)[O-])cc1Cl	1.1%	-2.0%	43.9%	-0.9%	-0.1	-11.3%	109.0%[activator]	-1.7%	7.4%
COc1ccc(N(CC(=O)Nc2cccnc2)S(=O)(=O)c2ccccc2)cc1OC	24.7%	3.2%	-12.4%	-0.2%	-5.7	-9.0%	-1.9%	-2.6%	1.9%
Cc1ccc(OCC(=O)Nc2ccc(S(=O)(=O)N3CCOCC3)cc2)c(C)c1	58.8%	-23.0%	0.8%	-6.4%	-25.1	-19.6%	39.5%[activator]	-1.4%	?
O=C(CSc1ncnc2[nH]ncc12)Nc1cccc(Oc2ccccc2)c1	-6.8%	-14.6%	2.0%	-7.9%	5.7	-10.6%	-25.1%	-6.8%	?
O=C(CN1CCc2ccccc2C1)Nc1cccc(S(=O)(=O)N2CCOCC2)c1	-18.2%	-19.0%	nt	nt	2.0	-17.6%	7.4%	0.4%	nt
Cc1c(-c2cccc(NC(=O)Cc3ccccc3)c2)nc2ncccn12	nt	-6.6%[60.1 µM]	10.8%	-2.1%	3.2	-1.1%	-24.8%	7.1%	20.6%
O=C(CNCc1ccco1)Nc1cc(S(=O)(=O)N2CCOCC2)ccc1N1CCCC1	7.5%	-11.6%	14.3%	0.5%	-3.9	-2.6%	32.9%[activator]	0.6%	-5.6%
CC[C@H](C)[C@H](NC(=O)[C@H](Cc1ccc(O)cc1)NC(=O)[C@@H](NC(=O)[C@@H](N)CCCN=C(N)N)C(C)C)C(=O)N[C@@H](Cc1cnc[nH]1)C(=O)N1CCC[C@H]1C(=O)N[C@@H](Cc1ccccc1)C(=O)O	12.6%	-1.2%[60.1 µM]	nt	0.5%	nt	nt	nt	nt	0.3%
NC(=S)NNC(=O)C12CC3CC(CC(C3)C1)C2	-2.5%	1.5%[60.1 µM]	11.8%	-0.2%	-4.4	-20.3%	-11.4%	-2.6%	?
CC(=O)N1c2ccccc2S(=O)(=O)c2c1ccc1ccccc21	nt	-12.1%	nt	nt	-6.3	-12.4%	10.8%	5.4%	nt
Cc1ccc(C(=O)NN(CCC#N)C2=NS(=O)(=O)c3ccccc32)cc1	-1.9%	-1.9%	26.8%	-5.0%	0.2	2.6%	21.1%	-5.8%	-5.4%
CC1CCc2sc(C(=O)OCC(=O)NCc3ccccc3)cc2C1 (stereo not given)	5.1%	-2.1%	-3.9%[57.1 µM]	1.0%	2.6	2.4%	9.3%	-7.1%	-7.8%
CCN(CCNCC(O)COc1ccccc1C(C)C)c1cccc(C)c1 (stereo not given)	27.6%	-4.3%	-17.9%	-1.7%	-27.3	?	16.8%	1.1%	-0.9%
Cc1ccc(OCCC(=O)OCC(=O)Nc2ccc3c(c2)OCCO3)cc1	13.1%	-9.4%	nt	nt	-6.8	-26.2%	11.6%	-5.2%	nt
CSc1nnc(NC(=O)c2nc(S(=O)(=O)Cc3ccccc3F)ncc2Cl)s1	17.2%	-0.5%	22.4%	-5.2%	-39.7	2.8%	?	-8.1%	-14.3%
Cc1oc(-c2ccccc2F)nc1CSc1nnc(C)n2c1cc1occc12	nt	0.2%	0.6%	-5.0%	0.2	-12.5%	-17.7%	-7.5%	-6.7%
CCOc1ccc(CNCc2c(C(=O)O)n(Cc3ccccc3F)c3cc(OC)ccc23)cc1	nt	-1.4%	-0.2%	-6.8%	-23.0	3.9%	-13.8%	-2.2%	2.4%
CN(CC(=O)Nc1nccs1)S(=O)(=O)c1ccc(F)cc1	-1.9%	-2.7%	-29.1%	0.8%	2.6	4.9%	20.8%	-6.1%	5.1%
O=C(NC(Cc1c[nH]c2ccccc12)c1nnc2n1CCCCC2)c1ccccc1Cl (stereo not given)	3.2%	-7.1%	24.3%	3.1%	14.8	-17.7%	27.3%	0.3%	-9.7%
COC(=O)C1=C(C)N(C)C(=O)NC1c1cc2c(cc1[N+](=O)[O-])OCO2 (stereo not given)	?	-12.6%	?	-17.4%	-37.6	-0.4%	?	i	-3.3%
CCCC(=O)OCC(=O)Nc1ccc2[nH]c(=O)[nH]c2c1	-1.9%	-18.3%	-4.5%	-27.2%	-9.0	-6.7%	-18.3%	-1.1%	-1.9%
O=C1NC(=Nc2ccccc2)S/C1=C\c1ccccc1	43.3%	-9.3%	-1.0%	-8.8%	0.6	-11.5%	9.1%	-6.5%	-6.7%
